Mcl1-Bid inh: disrupts binding of human Mcl-1 to Bid peptide; Q07820; TR-FRET Mcl-1/Bid-Dy647 peptide binding, 1536-well; inhibition, % at 21.7 µM; actives 0.97% (n = 220,000);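 active = compounds that cut the binding signal by more than half at the single screening dose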;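 also: His-tagged Mcl-1 with europium anti-His antibody binding Bid BH3 peptide; 0% = Mcl-1 plus peptide wells and 100% = peptide-only wells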
Target sequence (Q07820 whole entry, looked up): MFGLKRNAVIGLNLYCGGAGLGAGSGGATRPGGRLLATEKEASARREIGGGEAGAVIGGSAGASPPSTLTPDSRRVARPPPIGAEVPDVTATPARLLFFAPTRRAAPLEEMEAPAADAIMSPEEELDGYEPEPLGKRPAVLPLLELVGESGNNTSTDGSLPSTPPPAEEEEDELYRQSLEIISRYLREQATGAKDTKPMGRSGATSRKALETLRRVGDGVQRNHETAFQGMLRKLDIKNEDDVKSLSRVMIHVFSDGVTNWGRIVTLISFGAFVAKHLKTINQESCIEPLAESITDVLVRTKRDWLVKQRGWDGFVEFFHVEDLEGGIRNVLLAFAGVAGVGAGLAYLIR
Bim-Bcl-W: human Bim-Bcl-W interaction inhibition; actives 0.02% (n = 190,000); bead-based flow cytometry, Bim peptide-Bcl-W binding; Q92843; inhibition, % at 10 µM;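 also: 0% = bound tracer without compound and 100% = peptide blocker; higher means less fluorescent Bim peptide bound to Bcl-W beads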
Target sequence (Q92843 whole entry, looked up): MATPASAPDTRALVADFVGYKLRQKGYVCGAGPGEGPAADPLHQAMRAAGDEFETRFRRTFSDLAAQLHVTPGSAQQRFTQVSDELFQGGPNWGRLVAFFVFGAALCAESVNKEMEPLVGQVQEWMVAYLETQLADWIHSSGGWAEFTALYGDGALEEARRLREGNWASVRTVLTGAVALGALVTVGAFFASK
Bcl-B Bim block: human Bim-Bcl-B interaction inhibition. Q9HD36. bead-based flow cytometry, Bim peptide-Bcl-B binding. inhibition, % at 10 µM. actives 0.073% (n = 190,000);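 also: 0% = tracer peptide without compound and 100% = reference inhibitor peptide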
Target sequence (Q9HD36 whole entry, looked up): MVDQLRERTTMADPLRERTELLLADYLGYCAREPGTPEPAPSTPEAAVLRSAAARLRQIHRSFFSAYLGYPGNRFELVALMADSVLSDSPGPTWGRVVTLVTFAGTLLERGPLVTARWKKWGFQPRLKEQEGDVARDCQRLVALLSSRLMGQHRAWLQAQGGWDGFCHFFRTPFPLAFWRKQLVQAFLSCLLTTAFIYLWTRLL
RGS4-Gao reg: modulates binding of RGS4 to human Galphao; actives 0.33% (n = 220,000); Multiplexed bead flow cytometry; actives lie on both sides; binding response (% of control), % at 10 µM; P09471; in the data active = binding response below about 49% or above about 150%; inactive = in between;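 also: fluorescent Galphao activated with aluminum fluoride binding bead-coupled RGS4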
Bcl-2 Bim block: human Bim-Bcl-2 interaction inhibition; P10415; Bead-based flow cytometry, Bim peptide-Bcl-2 binding; inhibition, % at 10 µM; actives 0.06% (n = 190,000); in the data active = inhibition above about 40%; inconclusive = no clear call, values can overlap the other calls;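 also: 0% = no compound wells with probe peptide and 100% = reference peptide inhibitor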
RGS7-Gao reg: regulators of human RGS7-Galphao interaction; P09471; binding response (% of control), % at 10 µM; actives 0.35% (n = 220,000); Multiplexed bead flow cytometry, RGS7-Galphao binding; actives lie on both sides; in the data active = binding response below about 49% or above about 150%; inconclusive = no clear call, values can overlap the other calls; inactive = in between;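 also: fluorescent Galphao held in activated GDP-AlF4 state binding bead-coupled RGS7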
Bfl-1 Bim block: inhibitors of Bim-Bfl-1 interaction, human | actives 0.12% (n = 190,000) | AID 1008 | inhibition, % at 10 µM | Q16548 | Bead-based flow cytometry, Bim-Bfl-1 binding inhibition;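 also: 0% = wells without compound plus tracer and 100% = blocker peptide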
GSH fluor: compound fluoresces at 488/530 nm on GSH beads; AID 1776; actives 0.25% (n = 190,000); GSH beads flow cytometry, compound fluorescence 488/530 nm; active compounds read high; fluorescence (KMESF) at 10 µM; in the data active = fluorescence above about 89;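 also: glutathione beads carrying GST-tagged Bcl family fusion proteins plus one bare bead set; values are compound well signal with DMSO vehicle wells as background; inactives centre near 16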
Bim-Mcl-1: human Bim-Mcl-1 interaction inhibition | Bead-based flow cytometry, Bim peptide-Mcl-1 binding | inhibition, % at 10 µM | actives 0.1% (n = 190,000) | AID 1009;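 also: 0% = no compound tracer wells and 100% = peptide blocker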
RGS8-Gao: human RGS8-Galphao interaction regulation | response (percent of control binding), % at 10 µM | multiplexed bead flow cytometry, RGS8-Galphao binding; actives lie on both sides | AID 1423 | actives 0.34% (n = 220,000); in the data active = response below about 60% or above about 140%; inactive = in between;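 also: Galphao activated as the GDP aluminium fluoride complex binding bead-coupled RGS8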
Bcl-XL Bim block: inhibitors of Bim-Bcl-XL interaction, human. Q07817. Bim peptide-Bcl-XL binding, bead flow cytometry, fluorescence. inhibition, % at 10 µM. actives 0.04% (n = 190,000). AID 1007
Target sequence (Q07817 whole entry, looked up): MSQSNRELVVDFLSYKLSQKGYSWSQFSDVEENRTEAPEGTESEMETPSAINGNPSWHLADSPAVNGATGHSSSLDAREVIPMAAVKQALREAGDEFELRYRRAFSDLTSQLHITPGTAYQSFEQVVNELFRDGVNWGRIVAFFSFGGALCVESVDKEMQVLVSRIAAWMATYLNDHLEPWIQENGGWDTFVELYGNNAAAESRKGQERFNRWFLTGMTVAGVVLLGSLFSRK
* hit, by the source's call; ? = inconclusive; · = no result given. Rule as the data show it, unless noted: active = inhibition above about 40%.

entry	Mcl1-Bid inh	Bim-Bcl-W	Bcl-B Bim block	RGS4-Gao reg	Bcl-2 Bim block	RGS7-Gao reg	Bfl-1 Bim block	GSH fluor	Bim-Mcl-1	RGS8-Gao	Bcl-XL Bim block	smiles
1	-17	0	1	104	-1	103	-4	7	0	104	-3	O=C(COC(=O)c1ccccc1)NCCC1=CCCCC1
2	-12	-2	-4	97	-3	?	-8	17	1	99	-2	O=C(COC(=O)c1ccc(Cl)nc1)NCCC1=CCCCC1
3	-21	-2	-10	101	-1	102	-8	26	-2	96	-3	Cc1cc(C)c(C#N)c(SCC(=O)Nc2ccccc2C)n1
4	10	-5	-5	99	-3	99	-2	13	-1	101	0	COC(=O)c1sccc1NC(=O)CSc1nnnn1-c1ccccc1C
5	-14	-3	-7	108	-7	104	-3	18	-1	103	-3	Cn1c(=O)c2c(nc(SCC(=O)c3ccccc3F)n2C)n(C)c1=O
6	-19	-1	-1	103	-5	103	0	16	-1	105	0	C/C(Cl)=C\CSc1nnc2n(N)c(=O)c3ccccc3n12
7	-34	2	-6	96	0	94	3	14	4	97	0	O=C(/C=C/c1ccco1)Nc1cccc2cccnc12
8	7	-1	-10	101	-11	101	-9	50	-4	100	0	C/C(CC1CC(COCC(C)C)OC1=O)=N\Nc1nc(-c2ccccc2)cs1 (configuration not stated)
9	-38	-5	-1	96	-1	97	4	11	-1	101	-2	O=C(CSCc1c(Cl)cccc1Cl)N1CCOCC1
10	7	-2	-10	99	-8	102	-17	21	-4	101	-5	Cc1ccc(-c2ccnc3nc(Sc4ncc(C(F)(F)F)cc4Cl)nn23)cc1
11	1	-2	-5	103	0	102	0	6	0	105	-4	CC/C(=N\NC(=O)c1ccccc1Cl)c1ccc(Br)s1
12	-59	-5	-3	100	0	98	-5	15	-2	99	-10	CCCOP(=O)(c1ccc(N(C)C)cc1)C(Nc1ccccc1)c1ccc(N(C)C)cc1 (configuration not stated)
13	-2	-2	0	105	-4	100	0	17	0	101	-1	Cc1ccc2cc(CNC(C)(C)C)c(=O)[nH]c2c1
14	-42	6	-1	95	4	93	19	17	2	99	2	Cc1cc(C=O)c(C)n1-c1ccc(NC2CCCCC2)c([N+](=O)[O-])c1
15	-32	-2	-2	95	-1	91	-3	17	0	95	-6	O=C(O)CC1=C(Nc2ccccc2)C(=O)N(c2ccccc2)C1c1ccc(Br)cc1 (configuration not stated)
16	1	0	-5	101	-5	101	-3	21	0	103	-1	C#Cc1ccc([C@H]2C=C(C(=O)NCc3ccccc3)O[C@@H](OCC)[C@@H]2CCCO)cc1
17	1	1	-4	101	-8	100	-9	13	1	101	-3	c1ccc(CCN2CCN(c3ncnc4c3cnn4-c3ccccc3)CC2)cc1
18	-31	1	-2	94	-1	93	-5	15	-1	91	-1	C/C(CC(=O)NC1CCCCC1)=N\NC(=O)c1ccccn1
19	-20	-1	-4	91	1	92	0	16	-2	94	1	O=C(c1ccccc1)c1ccc(OCC(O)CN2CCCCC2)cc1 (configuration not stated)
20	-44	-1	0	94	-3	102	-5	22	0	99	0	Nc1ccc(NC(=O)c2cccs2)cc1
21	-20	-2	2	101	-2	102	-1	22	1	101	-1	O=C(NCc1ccccc1)c1cccc(COc2ccccc2Cl)c1
22	-1	3	-5	99	-1	97	-10	19	4	99	2	Cc1cccc2cc3c(NC(=O)c4ccccn4)nn(C)c3nc12
23	-24	-5	-7	99	-3	103	-9	15	-4	101	-1	Cc1ccc(C2CC(=O)C=C(NCC(C)C)C2)cc1 (configuration not stated)
24	-3	-2	0	101	-5	102	-3	20	-3	100	0	Fc1ccc(N2CCN(c3nc(-c4ccco4)cc(C(F)(F)F)n3)CC2)cc1
25	-2	-2	-1	104	0	103	-3	51	-1	103	-3	CONC(=O)c1cc(OCC(F)(F)F)ccc1OCC(F)(F)F
26	21	2	-4	96	-4	97	-10	13	2	97	-1	CCOC(=O)c1nn(-c2ccccc2)c(=O)c(C#N)c1C
27	-1	0	-1	102	0	99	0	16	-1	99	0	COc1cc(S(=O)(=O)Nc2cccnc2)ccc1F
28	-23	0	-7	99	-2	100	-1	21	-2	103	-4	NC(=O)c1cc(-c2ccccc2)sc1NC(=O)Cc1ccc(S(=O)(=O)N2CCOCC2)s1
29	-30	3	-2	102	0	100	-8	16	4	97	-1	CCOC(=O)c1c(NC(=O)CSc2nnc(-c3ccccc3)o2)sc(C(C)=O)c1C
30	-21	1	-4	109	-6	106	-6	47	5	105	1	CCOC(=O)c1c(C)[nH]c(C)c1C(=O)CSc1nnc(-c2ccncc2)n1Cc1ccccc1
31	-28	2	0	105	-1	102	0	8	1	107	0	O=C(NCCCn1ccnc1)c1nn2c(C(F)(F)F)cc(-c3ccc(Br)cc3)nc2c1Cl
32	-23	-1	-2	102	-2	108	-4	19	-4	105	-1	CSc1nc(-c2ccc(Cl)cc2)c(C#N)c(=O)[nH]1
33	-44	25	17	93	18	91	30	2	20	104	30	O=C(N/N=C/c1c(O)ccc2ccccc12)c1[nH]ncc1Br
34	-4	0	-5	98	0	105	-4	21	0	100	0	NCCCC[C@H](N)c1nnc([C@H](CC(=O)O)NC(=O)C2CCNCC2)o1
35	-1	-1	-7	102	-12	100	-24	21	-3	101	-7	O=C(NCc1ccc(F)cc1)N[C@@H](Cc1ccccc1)C(=O)O
36	-39	-3	-5	101	-7	?	-3	15	-3	101	-2	CS(=O)c1ccccc1O (configuration not stated)
37	-16	0	1	99	0	102	-3	23	1	102	1	Cc1cccc(/C=N\Nc2cn[nH]c(=O)c2Cl)c1
38	-19	-1	-4	104	-2	101	-5	12	0	102	-2	O=C(CCCSc1nc2ccccc2c(=O)[nH]1)c1ccc(F)cc1
39	-2	-3	-2	99	-5	105	-5	10	-2	99	-3	NC(=O)C1(c2ccccc2)CCCN1C(=O)c1ccc(Br)cc1 (configuration not stated)
40	-22	-4	-5	105	-3	99	-6	66	-2	104	-4	CCn1c(SCC(=O)Nc2cc(C)on2)nnc1-c1ccc(S(=O)(=O)N2CCCC2)cc1
41	0	21	-11	95	22	98	34	9	19	104	16	CNc1ccc(Br)cc(C(=O)/C=C/c2cccc(OC)c2OC)c1=O
42	-39	1	-1	102	3	103	0	14	0	101	0	NC(CCC(=O)O)C12CC3CC(CC(C3)C1)C2 (configuration not stated)
43	-16	0	0	94	-3	94	-2	23	0	99	-2	COc1cccc(NC(=O)Cc2c(C(=O)O)[nH]c3ccccc23)c1
44	-29	-4	-7	99	-4	99	-7	14	-6	101	-3	O=C(CN1CCC(NC(=O)c2ccccc2F)CC1)Nc1ccc2c(c1)OCCO2
45	-46	0	-1	102	-8	102	-7	13	0	102	-1	Cc1cccc(Cc2nnc(CCC(=O)NCc3cn4ccccc4n3)o2)c1
46	-2	-4	-10	101	-9	103	-9	12	-6	100	-8	O=C(CCSCc1cccc(Cl)c1)NCCc1ccc(Cl)cc1
47	-8	-1	-11	96	-13	99	-19	32	-8	97	-12	CC(C)C(NC(=O)OCc1ccccc1)C(=O)OCC(=O)NCc1ccco1 (configuration not stated)
48	-2	1	0	102	3	?	-2	19	0	101	2	O=C(Cc1ccc(F)cc1)N/N=C/c1ccc2c(c1)OCO2
49	-39	0	-2	100	3	103	9	8	-1	107	-3	CCCCOc1cccc(OCC(=O)Nc2nc3ccccc3[nH]2)c1
50	-1	0	-7	101	-10	99	-19	22	-6	99	-9	O=C(CCCc1ccccc1)NCCCN1CCOCC1
51	-12	-1	-9	108	-9	105	-10	22	0	107	-3	CCOC(=O)c1cc2c(s1)-c1c(C)cccc1OC2
52	-2	0	-1	105	-4	104	-6	21	-3	104	1	COc1ccc(C2(C(=O)Nc3ccc(S(N)(=O)=O)cc3)CCCC2)cc1
53	-5	-9	-7	95	-1	94	-3	19	4	92	-17	Cc1ccc(SCC(=O)c2c(C)[nH]c3ccccc23)cc1
54	-36	1	-5	108	0	100	-3	13	1	104	-1	Cc1cccc(C)c1OCC(=O)Nc1ccc(N2CCOCC2)cc1
55	45	-1	-17	99	-6	97	-9	30	-7	100	-9	CCCn1c(SCc2nc3sc(C)c(C)c3c(=O)[nH]2)nc2ccccc2c1=O
56	-28	-2	-6	101	-7	97	-5	28	4	103	-2	CCCC1(C(=O)O)NC(c2ccc(OC)cc2O)C2C(=O)N(c3ccc(OC)cc3)C(=O)C21 (configuration not stated)
57	-30	0	-4	103	-4	?	-2	17	0	103	1	COc1ccc(NC(=O)Nc2ccc(CC(=O)O)cc2)cc1
58	·	0	0	109	2	104	0	37	5	101	0	COCCCN1C(=O)C(O)=C(C(=O)c2ccco2)C1c1ccc(Br)cc1 (configuration not stated)
59	-32	-4	-10	103	-15	103	-23	24	-8	98	-11	O=C1CC(=O)CC(c2ccccc2Cl)C1
60	-25	6	-4	100	-4	100	-6	11	5	100	0	O=C(c1cc(Cl)ccc1Cl)N1CCOCC1

Continued:
entry	Mcl1-Bid inh	Bim-Bcl-W	Bcl-B Bim block	RGS4-Gao reg	Bcl-2 Bim block	RGS7-Gao reg	Bfl-1 Bim block	GSH fluor	Bim-Mcl-1	RGS8-Gao	Bcl-XL Bim block	smiles
61	-81	-4	-11	99	-1	101	-3	12	-1	99	-4	CN(C)c1cccc(C(=O)NNC(=S)NC2CCCC2)c1
62	18	-2	-8	99	-5	95	-14	19	-2	101	-7	CC(=O)c1cc2c(cc1NC(=O)CN1CCN(c3cccc(C(F)(F)F)c3)CC1)OCO2
63	4	-2	-9	103	-8	104	-11	32	-3	115	-6	COc1ccccc1-n1c(=S)sc2c(=O)n(Cc3ccco3)c(SC)nc21
64	-2	0	-4	113	0	103	1	32	-5	102	-5	COc1ccc(-c2nn(-c3ccccc3)cc2C(=O)n2nnc3ccccc32)cc1
65	0	-1	-1	106	-4	104	-2	30	-4	105	-4	CCC(=O)N1CCCn2c1nc1ccccc12
66	27	0	-2	99	0	90	-8	11	0	97	0	COc1cccc(C(Nc2ccccn2)c2oc(CO)cc(=O)c2O)c1 (configuration not stated)
67	-44	0	0	103	-2	96	-1	4	1	97	0	COc1ccccc1C(=O)NCCn1cc(SCC(=O)Nc2nnc(C)s2)c2ccccc21
68	-39	-5	0	103	-2	100	-2	5	-3	99	-1	CCOC(=O)c1nnn(-c2nonc2N)c1CN1CCCCCC1
69	-23	2	-6	102	-2	103	-2	23	3	101	0	CCCCCCn1c(NCC)nc2c1c(=O)[nH]c(=O)n2C
70	2	-1	-5	100	-2	100	-7	10	0	107	-3	CN(C)/C=C(\C#N)C(=O)N/N=C/c1ccccc1
71	-14	-4	-2	97	-1	92	-6	10	2	99	-1	CCc1cc(-c2n[nH]c(C)c2-c2nc(C)cs2)c(O)cc1OC

Single records, as listed above. Order of values: Mcl1-Bid inh, Bim-Bcl-W, Bcl-B Bim block, RGS4-Gao reg, Bcl-2 Bim block, RGS7-Gao reg, Bfl-1 Bim block, GSH fluor, Bim-Mcl-1, RGS8-Gao, Bcl-XL Bim block
CCCCCCn1c(NCC)nc2c1c(=O)[nH]c(=O)n2C in the list: -23, 2, -6, 102, -2, 103, -2, 23, 3, 101, 0
CCOC(=O)c1nnn(-c2nonc2N)c1CN1CCCCCC1 in the list: -39, -5, 0, 103, -2, 100, -2, 5, -3, 99, -1
CC(=O)c1cc2c(cc1NC(=O)CN1CCN(c3cccc(C(F)(F)F)c3)CC1)OCO2 in the list: 18, -2, -8, 99, -5, 95, -14, 19, -2, 101, -7
COc1ccc(-c2nn(-c3ccccc3)cc2C(=O)n2nnc3ccccc32)cc1 in the list: -2, 0, -4, 113, 0, 103, 1, 32, -5, 102, -5
COc1ccccc1-n1c(=S)sc2c(=O)n(Cc3ccco3)c(SC)nc21 in the list: 4, -2, -9, 103, -8, 104, -11, 32, -3, 115, -6
